# PME-1 inh: PME-1 inhibitors via competitive probe labeling, primary screen, biochemical, fluorescence polarization, FP-Rh probe, HTS; Protein phosphatase methylesterase 1 (Homo sapiens), Q9Y570; recombinant PME-1; inhibition, % at 5.9 µM; 320,000 tested, 0.53% active;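 active = inhibition above the campaign mean of all compounds plus 3 SD, cut at about 26% in these data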;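 also: competitive labeling of PME-1 active site by serine hydrolase directed probe; 0% = PME-1 with DMSO and 100% = wells lacking PME-1 enzyme; inhibitors block probe labeling so polarization falls and inhibition rises; many of its hits are not listed in these tables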
# Fam108B inh: mouse Fam108B serine hydrolase inhibitors, primary screen, counter-screen for RBBP9 inhibitor project, biochemical, fluorescence polarization. 300,000 tested, 0.33% active. inhibition, % at 9.51 µM. recombinant Fam108B, FP-Rh probe fluorescence polarization;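 active = inhibition above the screen mean inhibition plus 3 SD, computed separately per campaign, cut at about 18% in these data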;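 also: inhibitors lower polarization as less probe binds the enzyme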
# PAFAH2 inh: PAFAH2 enzyme inhibitors, primary screen, biochemical, fluorescence polarization, human; inhibition, % at 3.39 µM; Platelet-activating factor acetylhydrolase 2, cytoplasmic (Homo sapiens), Q99487; 340,000 tested, 0.99% active; recombinant PAFAH2, FP-rhodamine activity probe;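 active = inhibition above the mean over all tested compounds plus 3 SD, cut at about 30% in these data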;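 also: inhibitors block probe labeling of enzyme so polarization drops; 0% = enzyme with DMSO and 100% = wells lacking PAFAH2 protein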
# GSTO1 counter: inhibitors of recombinant GSTO1, primary screen, counter-screen for RBBP9 inhibitor project, biochemical, fluorescence polarization | Glutathione S-transferase omega-1 (Homo sapiens), P78417 | activity-based probe fluorescence polarization | inhibition, % at 5.96 µM | 300,000 tested, 1.1% active | AID 1974, 2009;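 active = inhibition above the campaign mean inhibition plus 3 SD, cut at about 35% in these data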;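 also: 0% = GSTO1-1 with DMSO and 100% = wells lacking GSTO1-1 enzyme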
# PAFAH1B3 inh: PAFAH1B3 enzyme inhibitors, primary screen, biochemical, fluorescence polarization, human | AID 492972, 2010 | inhibition, % at 3.39 µM | recombinant PAFAH1B3, FP-rhodamine probe | 340,000 tested, 0.28% active | Platelet-activating factor acetylhydrolase IB subunit alpha1 (Homo sapiens), Q15102;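 active = inhibition above the screen-wide average of all tested compounds plus 3 SD, cut at about 25% in these data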;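 also: 0% = enzyme with DMSO only and 100% = wells lacking PAFAH1B3 protein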
# pPAFAH FP inh: pPAFAH enzyme inhibitors, primary screen, biochemical, fluorescence polarization, human | recombinant pPAFAH, FP-rhodamine probe fluorescence polarization | inhibition, % at 3.39 µM | 330,000 tested, 1.5% active | AID 463082, 2010;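 active = inhibition above the mean inhibition across the screen plus 3 SD, cut at about 25% in these data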;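 also: inhibitors block binding of the rhodamine activity-based probe so polarization drops; 0% = enzyme with DMSO and 100% = wells lacking pPAFAH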
# PAFAH1B2 inh: PAFAH1B2 enzyme inhibitors, primary screen, biochemical, fluorescence polarization, human. recombinant PAFAH1B2, FP-rhodamine activity probe. inhibition, % at 3.39 µM. Platelet-activating factor acetylhydrolase IB subunit alpha2 (Homo sapiens), P68402. AID 492953, 2010. 340,000 tested, 1.2% active;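 active = inhibition above the mean of all tested compounds plus 3 SD, cut at about 24% in these data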;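 also: 0% = enzyme with DMSO and 100% = wells lacking PAFAH1B2; many of its hits are not listed in these tables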
# PAD4 inh: human PAD4 inhibitors, primary screen, biochemical, fluorescence polarization, 1536-well format; Protein-arginine deiminase type-4 (Homo sapiens), Q9UM07; AID 485272, 2010; inhibition, % at 6.36 µM; 330,000 tested, 0.41% active; recombinant PAD4, RCA probe fluorescence polarization;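 active = percent inhibition above a cutoff equal to the mean of all tested compounds plus 3 SD, cut at about 15% in these data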;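 also: 0% = PAD4 with RCA probe and DMSO and 100% = probe without PAD4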
# LYPLA1 inh: LYPLA1 inhibitors, primary screen, counter-screen for PME1 inhibitor project, biochemical, fluorescence polarization, FP-Rh probe ABPP | recombinant LYPLA1 | inhibition, % at 5.9 µM | 320,000 tested, 0.16% active | AID 2174, 2009;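 active = inhibition above the mean of all tested compounds plus 3 SD, set per campaign, cut at about 14% in these data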;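 also: inhibitors block serine hydrolase probe labeling of LYPLA1 so polarization falls; 0% = enzyme with DMSO and 100% = wells lacking LYPLA1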
# An asterisk follows results filed as active; . = not tested or not shown. These rows are one share of the data; count on the stated rates, not on these rows.
entry	smiles	PME-1 inh	Fam108B inh	PAFAH2 inh	GSTO1 counter	PAFAH1B3 inh
1	CCOC(=O)C(NCc1ccc(F)cc1)(NC(=O)c1ccccc1)C(F)(F)F (centres undefined)	0	2	-3	3	4
2	COC(c1ccccc1)c1nnc(CCC(=O)N(C)CCOc2ccccc2)o1 (centres undefined)	4	-3	9	-5	6
3	Cc1nnc(NC(=O)CSc2nnc(Cc3ccccc3)n2Cc2ccccc2)s1	-10	-5	0	3	6
4	O=C(NCc1ccccn1)c1n[nH]c(=O)c2ccccc12	5	-2	0	-9	5
5	O=c1[nH]c(C2CCN(S(=O)(=O)c3ccc(C(F)(F)F)cc3)CC2)nc2c1nnn2Cc1ccc(F)cc1	68*	-3	8	-9	-7
6	O=C(N/N=C/c1ccc2c(c1)OCO2)c1sc2cc(Cl)ccc2c1Cl	-10	1	7	1	4
7	COCCCNC(=O)/C=C/c1ccc(Cl)cc1Cl	-5	0	-8	-6	4
8	COc1cccc(C(=O)Nc2cc3c(cc2N2CCCC2)n(C)c(=O)n3C)c1	2	2	-10	2	9
9	COc1ccccc1/C=N/OCC(=O)NCc1ccc2c(c1)OCO2	-4	0	3	6	-7
10	C#C[C@]1(O)CC[C@H]2[C@@H]3CCC4=Cc5oncc5C[C@]4(C)[C@H]3CC[C@@]21C	-10	4	-4	8	8

entry	pPAFAH FP inh	PAFAH1B2 inh	PAD4 inh	LYPLA1 inh
1	1	5	2	1
2	7	12	-1	1
3	1	16	-2	-1
4	4	-1	-6	-2
5	3	9	6	-3
6	-6	-3	0	-2
7	6	7	4	-2
8	6	6	1	3
9	3	0	0	-2
10	10	2	1	-5

# (next part)
entry	smiles	PME-1 inh	Fam108B inh	PAFAH2 inh	GSTO1 counter	PAFAH1B3 inh
11	CCCCN(C(=O)CN(C)CC(=O)Nc1cccc(OC)c1)c1c(N)n(CCCC)c(=O)[nH]c1=O	.	.	-1	.	11
12	CCOC(=O)c1cc(-c2ccc(OC)cc2)nc2c1c(C)nn2CCC#N	-1	-1	6	-4	3
13	O=C(O)c1ccc(C2NCC(c3ccccc3Cl)c3c2[nH]c2ccccc32)cc1 (centres undefined)	2	-3	4	18	6
14	CCN(C(=O)C1CCCN(c2ncnc3c2nc2n3CCCCC2)C1)c1cccc(Cl)c1 (centres undefined)	3	1	-1	-1	10
15	Cc1ccsc1C(=O)NC1CCCCC1C (centres undefined)	2	.	4	.	11
16	CSCC[C@H](NC(=O)OC(C)(C)C)c1nnc(SCC=C(C)C)o1	0	-5	4	-1	-2
17	COc1ccc(NC(=O)CO/N=C(\C)c2cccs2)cc1	7	0	6	3	6
18	O=C(N/N=C/c1cccc(F)c1)c1c(O)c2c([nH]c1=O)CCCC2	-3	2	2	1	5
19	CC(=O)c1c(C)[nH]c(C(=O)OC2CCOC2=O)c1C (centres undefined)	4	-3	-1	-2	4
20	CSC1=NCCN1C(=O)c1ccc(S(=O)(=O)N2CCCCC2)cc1	-1	3	5	7	2

entry	pPAFAH FP inh	PAFAH1B2 inh	PAD4 inh	LYPLA1 inh
11	1	5	-4	.
12	1	7	0	-2
13	11	5	2	-1
14	5	5	-2	-2
15	3	5	-1	4
16	2	5	-3	0
17	3	-1	-5	-1
18	0	-1	-5	0
19	2	5	-3	0
20	0	5	1	-3

# (continued)
entry	smiles	PME-1 inh	Fam108B inh	PAFAH2 inh	GSTO1 counter	PAFAH1B3 inh
21	CC1CCN(C(=O)Cn2c(=O)n(Cc3ccc4c(c3)OCO4)c(=O)c3ccccc32)CC1	1	0	-1	-12	0
22	CCNC(=S)NNC(=O)c1ccccn1	-3	3	-7	2	10
23	Cc1csc(NC(=O)CSc2nncc(=O)n2N)n1	-3	1	-1	17	10
24	NNc1nc(-c2ccccc2)nc(-c2ccccc2)c1Br	-8	0	-5	-9	3
25	CCOc1ccc(OCC)c(NC(=O)C2CCCN(S(=O)(=O)c3ccc(C)cc3)C2)c1 (centres undefined)	9	0	-3	0	-5
26	COc1cc(C(=O)NC(=S)Nc2ccc(Cl)c(C(=O)O)c2)cc(OC)c1OC	2	-3	-2	3	7
27	CCOC(=O)CSc1nnc(CNC(=O)c2cccc(C)c2)n1-c1ccccc1OC	-1	0	3	2	-1
28	Cn1c2ccccc2c2ncn(CCN3CCOCC3)c(=O)c21	0	-2	-8	0	0
29	Cc1cc2ncn(S(=O)(=O)c3ccc(S(=O)(=O)N4CCCCCC4)cc3)c2cc1C	4	0	-1	5	4
30	O=C(/C=C/c1ccc(Br)cc1)NC(=S)NNC(=O)c1ccco1	-5	-1	8	10	13

entry	pPAFAH FP inh	PAFAH1B2 inh	PAD4 inh	LYPLA1 inh
21	-1	-1	-5	0
22	-2	7	2	1
23	5	2	3	0
24	-14	7	5	-6
25	6	2	1	0
26	-1	3	-1	0
27	0	-1	-4	1
28	3	-4	-2	2
29	2	10	0	0
30	6	4	7	-1

# Other compounds follow:
entry	smiles	PME-1 inh	Fam108B inh	PAFAH2 inh	GSTO1 counter	PAFAH1B3 inh
31	CCOc1ccc(N2C(=O)c3ccccc3NC2(C)CC)cc1 (centres undefined)	0	.	-1	.	2
32	O=C(CCc1nc2ccccc2c(=O)[nH]1)N1CCN(S(=O)(=O)c2cccc(F)c2)CC1	18	8	1	4	9
33	CCc1ccc(NC(=O)[C@H](C)NC(=O)C2CCN(C(=O)[C@@H](N)CC(C)C)CC2)cc1	-5	-2	1	3	8
34	Nc1nc(Cl)cc(Oc2ccccc2F)n1	2	0	-7	2	4
35	Cc1onc(-c2ccccc2)c1C(=O)N=C(N)c1ccc(C(F)(F)F)cc1	1	2	.	9	.
36	CC(C)N=C1NN=C(c2cccs2)CS1	-9	1	2	18	-1
37	Cn1c(SCC(=O)Nc2sc3c(c2C#N)CCC3)nnc1C1COc2ccccc2O1 (centres undefined)	2	-2	2	8	4
38	COc1ccc(C(CNC(=O)c2ccc(-c3cccc(C(F)(F)F)c3)o2)N2CCOCC2)cc1 (centres undefined)	5	0	-55	-11	3
39	CN(CCCCCC(=O)/C=N/O)Cc1ccccc1	8	1	6	1	13
40	CC(CCCC(C)(C)O)CC1C2=C(CCCC2=O)OC2=C1C(=O)CCC2 (centres undefined)	7	3	0	-10	6

entry	pPAFAH FP inh	PAFAH1B2 inh	PAD4 inh	LYPLA1 inh
31	-3	-2	2	2
32	10	-2	-9	3
33	-1	2	2	-2
34	5	4	0	-1
35	10	.	1	5
36	-1	3	-4	-1
37	6	9	0	0
38	4	-4	3	-3
39	2	3	-6	2
40	-3	0	0	-1

# Remaining list, next part
entry	smiles	PME-1 inh	Fam108B inh	PAFAH2 inh	GSTO1 counter	PAFAH1B3 inh
41	CC(=O)N1Cc2ccccc2C(C)CC12CCCCC2 (centres undefined)	-7	-5	1	3	1
42	COc1cccc(CC(=O)NNC(=O)c2ccc3c(c2)OCO3)c1	-7	1	3	7	4
43	COc1ccc2c(c1)c(=O)oc1c(C)c(OCC(=O)N3CCc4ccccc4C3)ccc12	0	-2	-4	-6	0
44	Cc1ccc(N(CC(=O)NC2CCCCC2)S(=O)(=O)c2c(C)noc2C)cc1	-1	3	3	4	1
45	CC(=O)Nc1nc(C)c(Oc2ccccc2)c(=O)[nH]1	-1	-1	7	7	1
46	CC(=O)Cc1nsc(NC(=O)c2ccc(F)cc2)n1	-1	1	-5	5	8
47	CCOC(=O)c1cccc(NC(=O)COc2ccc([N+](=O)[O-])cc2)c1	-8	-2	0	0	-1
48	Cc1c(NC(=O)c2ccco2)cccc1-c1nc2cccnc2s1	-2	-4	-1	3	-1
49	COc1cc(C(=O)N2CCN(C(=O)c3ccco3)CC2)cc(OC)c1OC	1	9	-6	7	-1
50	CC(=O)Oc1ccc(/C=N/NC(=O)C2CCCN2S(=O)(=O)c2ccc(Cl)cc2)cc1 (centres undefined)	-3	3	-4	3	-1

entry	pPAFAH FP inh	PAFAH1B2 inh	PAD4 inh	LYPLA1 inh
41	-4	5	0	2
42	-3	2	7	0
43	1	2	-5	1
44	-1	-2	4	1
45	0	3	-1	-1
46	-2	3	2	2
47	2	-2	-3	0
48	9	2	-4	5
49	3	-5	-2	1
50	3	6	-2	1

# (cont.)
entry	smiles	PME-1 inh	Fam108B inh	PAFAH2 inh	GSTO1 counter	PAFAH1B3 inh
51	CC(=O)Nc1ccc(S(=O)(=O)NCC(=O)OCC(=O)NCc2ccc3c(c2)OCO3)cc1	.	.	3	.	4
52	COc1cccc(N(CC(=O)N2CCN(c3ccccc3OC)CC2)S(C)(=O)=O)c1	-9	3	0	9	7
53	O=C(CCCOc1ccc(Cl)cc1Cl)NCCc1nnc2ccccn12	-2	2	-6	1	11
54	COc1ccc(CCN2CC(C(=O)OC(C)C(=O)Nc3cccc(Cl)c3)CC2=O)cc1OC (centres undefined)	2	.	8	.	9
55	CCOC(=O)CC1C(=O)NCCN1C(=O)COc1ccc(Br)cc1C (centres undefined)	-2	7	9	0	4
56	Cc1cc(C)cc(NC(=O)CN2C(=O)C3CC=CCC3C2=O)c1 (centres undefined)	5	.	-3	.	11
57	c1ccc(N2CCN(c3ncnc4scc(-c5cccs5)c34)CC2)cc1	2	2	4	8	9
58	Cc1ccc(S(=O)(=O)N(CC(=O)NCc2ccco2)Cc2ccc(F)cc2)cc1	3	-2	-1	5	5
59	COc1ccc(-c2c3c(nc4sc5c(Cl)nc(C)nc5c24)CCC3)cc1	-8	-3	-3	13	-4

entry	pPAFAH FP inh	PAFAH1B2 inh	PAD4 inh	LYPLA1 inh
51	-4	5	-1	.
52	3	6	1	1
53	-1	9	-2	-2
54	6	4	2	2
55	-3	6	-8	0
56	4	3	0	-4
57	6	3	3	-2
58	8	9	-4	3
59	-1	0	-2	0
